Assay outcomes as filed in PubChem BioAssay.
697 NFkB inh = inhibitors of the PMA/ionomycin-induced NF-kB reporter in 697 B cells; 697 B-cell NF-kB luciferase reporter, 16 h; AID 435022; 330,000 tested, 0.33% active; inhibition, % at 4 µM; in the data active means inhibition above about 35%
EBI2 block = antagonists of human EBI2 receptor; inhibition, % at 5 µM; EBI2 beta-arrestin recruitment, luminescence, 7a,25-OHC stimulated; 360,000 tested, 0.81% active; in the data active means inhibition above about 38%;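 further: enzyme fragment complementation signal reports receptor beta-arrestin coupling in cells; 0% = agonist plus DMSO wells and 100% = wells without agonist; some results beyond the cut were filed as inactive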
Apaf-1 inh = blocks human Apaf-1 apoptosome activity; O14727; reconstituted apoptosome caspase-3 activity, DEVD-Rh110 fluorescence; inhibition, % at 20 µM; 330,000 tested, 0.71% active; AID 489030; active means inhibition of at least 40% at 20 µM;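 further: plate controls were DMSO wells for no effect and DEVD-CHO caspase inhibitor wells for full effect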
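Material: cell-free apoptosome with Apaf-1, procaspase-3 and caspase-9; Buffer or medium: Hepes pH 7.5 with detergent and BSA; Reagent: cytochrome c trigger plus (Z-DEVD)2-Rh110 caspase-3 substrate; Times: compound with Apaf-1, dATP, procaspase-3 30 min, then 50 min reaction, room temperature; Technique: Rh110 fluorescence intensity.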
Jurkat NFkB inh = inhibitors of the PMA/ionomycin-induced NF-kB reporter in Jurkat cells | inhibition, % at 4 µM | 330,000 tested, 0.53% active | PMA/ionomycin-induced NF-kB luciferase reporter, luminescence
CCR6 antagonist = antagonists of human CCR6 receptor | P51684 | CHO-K1 CCR6 PathHunter beta-arrestin, luminescence, CCL20-stimulated | inhibition, % at 20 µM | 340,000 tested, 0.49% active | AID 493098;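 active means compounds whose inhibition of the agonist-driven luminescence signal at 20 µM reaches about 50%, limit read from the data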;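 further: cells stimulated with CCL20 at 14 nM final; plate controls were DMSO with CCL20 for no effect and DMSO without agonist for full effect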
Target sequence (P51684 whole entry, looked up): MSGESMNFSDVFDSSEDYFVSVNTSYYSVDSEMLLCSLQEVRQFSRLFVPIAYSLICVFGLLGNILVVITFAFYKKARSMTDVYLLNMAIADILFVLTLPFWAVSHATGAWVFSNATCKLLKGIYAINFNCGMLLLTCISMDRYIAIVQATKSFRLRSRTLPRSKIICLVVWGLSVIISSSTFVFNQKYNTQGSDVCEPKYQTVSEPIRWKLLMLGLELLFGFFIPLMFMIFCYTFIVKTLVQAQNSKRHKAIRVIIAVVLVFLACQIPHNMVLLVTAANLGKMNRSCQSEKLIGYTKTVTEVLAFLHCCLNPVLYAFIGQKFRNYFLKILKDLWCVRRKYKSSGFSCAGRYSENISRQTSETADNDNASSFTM
SENP8 inh = inhibitors of human SENP8 protease. Q96LD8. purified SENP8, Z-RLRGG-aminoluciferin cleavage, luminescence. inhibition, % at 10 µM. 330,000 tested, 1.2% active. AID 2540
Target sequence (Q96LD8 whole entry, looked up): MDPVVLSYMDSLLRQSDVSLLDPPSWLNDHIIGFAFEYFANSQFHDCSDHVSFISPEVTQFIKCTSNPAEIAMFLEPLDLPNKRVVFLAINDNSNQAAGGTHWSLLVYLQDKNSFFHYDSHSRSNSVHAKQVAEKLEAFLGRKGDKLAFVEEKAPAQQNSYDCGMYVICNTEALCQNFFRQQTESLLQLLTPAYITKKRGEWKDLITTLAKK
UBC13 inh = inhibitors of human UBC13 polyubiquitin chain formation | P61088 | TR-FRET | inhibition, % at 20 µM | 330,000 tested, 0.47% active | AID 485273; in the data active means inhibition above about 45%, passing the limit was not always enough
Target sequence (P61088 whole entry, looked up): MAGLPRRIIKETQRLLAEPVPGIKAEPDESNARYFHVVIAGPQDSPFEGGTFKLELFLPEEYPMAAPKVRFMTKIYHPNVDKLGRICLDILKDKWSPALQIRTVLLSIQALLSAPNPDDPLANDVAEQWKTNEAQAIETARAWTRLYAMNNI
Gli-Sufu antag = blocks Gli-Sufu signaling in a luciferase reporter | Sufu-KO-LIGHT fibroblasts, Gli luciferase reporter luminescence | inhibition, % at 5 µM | 340,000 tested, 0.74% active | AID 588413;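 active means inhibition above about 55%, limit read from the data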;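 further: 0% = DMSO-treated cells and 100% = wells with medium but no cells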
* = called active by the depositor; nt = no result given; & = joins results of further samples; ! = not active in a repeat. Unless noted, no stated cut-off is given here; in the data, active means inhibition above about 50%; inactive means the rest. Some of the compounds tested; count on the stated rates, not on these rows.

SMILES | 697 NFkB inh | EBI2 block | Apaf-1 inh | Jurkat NFkB inh | CCR6 antagonist | SENP8 inh | UBC13 inh | Gli-Sufu antag
Cc1cc(C)nc(NC(=O)CSc2ncccn2)n1 | 1 | nt | -10 | 2 | nt | -2 | 7 | nt
N#Cc1ccc(COC(=O)Cn2nnc(-c3ccccc3)n2)cc1 | 7 | -7 | 2 | -7 | 2 | -4 | 7 | -12
Cc1oc(C(C)(C)C)cc1C(=O)NC1CCN(Cc2ccccc2)CC1 | 12 | -6 | -14 | 3 | -7 | 8 | 9 | 1
CCC(C)N(CCNC(=O)c1ccc(NC2=NC3CS(=O)(=O)CC3S2)cc1)Cc1ccco1 (stereo unspecified) | 13 | -6 | 4 | 2 | 4 | 6 | -1 | 10
COc1ccc(OC(C)C(=O)N(C)Cc2nc(-c3cccc(C)c3)no2)cc1 (stereo unspecified) | -17 | 2 | 8 | 5 | 8 | -4 | 8 | -13
O=C(NCc1ccccc1)C1CCN(S(=O)(=O)c2ccc(Cl)cc2)CC1 | 13 | 15 | 4 | 1 | -6 | -6 | 18 | -3
COc1ccc(S(=O)(=O)Nc2ccccc2C(=O)N2CCCC2)cc1C | -6 | -1 | 0 | 2 | -1 | -3 | -6 | -11
COc1cccc(C(=O)COC(=O)C2CC(=O)N(c3ccc(Oc4ccccc4OC)cc3)C2)c1 (stereo unspecified) | 4 | -4 | 13 | 9 | 7 | 3 | -2 | 7
Cc1cc(C(=O)CSc2cccc[n+]2[O-])c(C)n1-c1ccccc1 | -152 | 3 | 5 | -81 | 4 | -10 | -8 | -80
C[C@@H](NC(=O)/C(C#N)=C/c1ccc(O)c(O)c1)c1ccccc1 | -76 | 7 | -7 | 24 | 40 | 3 | -4 | 4
CCN(C(=S)Nc1cccnc1)c1ccccc1 | 12 | 4 | 2 | 8 | 0 | -2 | -10 | 3
COc1ccc(Br)c2oc(S)cc(=O)c12 | 8 | 20 | -2 | -5 | 9 | -4 | -6 | 2
CC12CN3CC(C)(CN(C1)C3c1ccc3c(c1)OCO3)C2O (stereo unspecified) | 1 | -6 | -27 | 9 | 11 | 0 | 16 | 0
COc1ccc(CCNC(=O)c2ccc(CS(=O)Cc3ccc(C)cc3)o2)cc1OC (stereo unspecified) | -14 | 16 | -6 | 3 | 9 | -9 | -4 | 28
O=C(Nc1ccccc1)C1=C[C@@H](c2csc3ccccc23)C[C@@H](OCc2ccc(CO)cc2)O1 | 15 | 22 | 13 | 46 | 16 | 3 | 1 | 13
Cc1ccc(OCCNS(=O)(=O)c2cccs2)cc1 | -5 | 7 | 2 | -7 | -13 | 4 | 8 | -8
COc1ccccc1NC(=O)CCN1CCN(C)CC1 | 26 | 4 | 2 | 7 | -18 | -5 | 5 | -2
COC1CCN(Cc2c(C(=O)N3CCc4ccccc4C3)nc3ccc(Cl)cn23)CC1 | -11 | 0 | -5 | -12 | 5 | -5 | -3 | 8
Cc1cc(S(=O)(=O)NC(C)C)ccc1OCC(=O)Nc1ccc2c(c1)OCCO2 | -8 | 0 | 12 | -3 | 7 | -15 | -6 | 13
CCCC(=O)NC(=S)Nc1cc(-c2nc3ncccc3o2)ccc1C | -18 | -12 | -8 | 2 | 2 | -2 | -5 | 3
O=C(O)CCSc1nnc(COc2cccc3cccnc23)n1-c1ccccc1 | 9 | 6 | 1 | -6 | 3 | 3 | 0 | -1
Cc1ccnc(N2C3CCC2CC(O)(c2ccccc2)C3)n1 (stereo unspecified) | 18 | -8 | -14 | 8 | 6 | -7 | 11 | 0
CNc1ccc(Br)cc(C(=O)/C=C/c2ccc(OC)cc2)c1=O | -17 | -5 | 30 | 6 | 16 | 0 | -16 | 4
COc1cc2c(cc1OC)CN(CC(=O)Nc1ccc(C)c(S(=O)(=O)N3CCOCC3)c1)CC2 | -3 | 1 | 5 | 4 | 2 | -8 | -2 | 10
Cn1c(=O)cc(OCC(=O)NCCC2=CCCCC2)c2ccccc21 | -2 | 6 | 1 | -6 | 7 | -2 | 3 | -1
N#Cc1cc2cc3ccccc3nc2n2c(=O)c3ccccc3nc12 | 15 | -15 | 4 | 14 | 7 | 4 | -9 | 37
CCOC(=O)C1CCN(c2nc3c(C)cccn3c(=O)c2/C=C(\C#N)S(=O)(=O)c2ccccc2)CC1 | 6 | 15 | 19 | 7 | 18 | 1 | -5 | 9
Cc1nc(SCN2C(=O)c3ccccc3C2=O)n[nH]1 | 12 | -16 | -4 | -6 | -3 | -4 | -1 | 6
CC(C)(C)c1cc(C(=O)N/N=C/c2cc3c(cc2Br)OCO3)n[nH]1 | -9 | -11 | 16 | -33 | 27 | -6 | -13 | 5
Cc1ccc(NC(=O)CNc2ccc(OC(C)C)cc2)cc1 | 17 | 4 | 9 | -8 | 9 | 12 | 1 | -17
CCOC(=O)N1CCc2c(sc3c2C(=O)NC(c2ccccc2)N3)C1 (stereo unspecified) | -83 | -3 | 81* | -40 | 5 | 31 | -22 | -3
CCOCCn1c(COc2ccc(C)cc2)nc2ccccc21 | -31 | 8 | 0 | -26 | 11 | 3 | 3 | -41
COc1ccccc1C(C(=O)NCc1ccccc1)N(C(=O)c1csnn1)C1CC1 (stereo unspecified) | 13 | -1 | 4 | -2 | 7 | -7 | 7 | -9
CC1CCC(C(C)C)C(OC(=O)Cn2c(-c3ccc(Br)cc3)[n+](C)c3ccccc32)C1 (stereo unspecified) | -61 | 13&9 | 29 | 30 | 14&3 | -10 | 55* | 70*!
O=C(COC(=O)C1CC1)Nc1ccccc1Sc1ccccc1 | -6 | 0 | 2 | -5 | 13 | -3 | 10 | 23
COc1ccc(CCNC(=O)Cc2ccc3c(c2)OCO3)cc1OC | 0 | -14 | -15 | 8 | 12 | -2 | -1 | -11
Cc1ccc(C(=O)C(C)OC(=O)Cc2c[nH]c3ccccc23)cc1 (stereo unspecified) | 5 | 2 | 18 | 15 | 13 | -2 | 0 | -3
c1ccc(C(c2ccccc2)N2CCN(c3nc4ccccc4n4cnnc34)CC2)cc1 | -36 | nt | 20 | 2 | 10 | 32 | -6 | 38
COc1ccccc1/C=C/C=N/NC(=O)c1cc(-c2ccc(C)o2)[nH]n1 | -26 | -11 | 5 | 29 | 1 | -5 | -16 | -10
O=C(O)c1cccnc1SC1CC(=O)N(c2cccc3ccccc23)C1=O (stereo unspecified) | 0 | nt | -2 | 0 | nt | 1 | 12 | nt

Entries above with an aryl thioether with sulfur outside any ring:
SMILES | 697 NFkB inh | EBI2 block | Apaf-1 inh | Jurkat NFkB inh | CCR6 antagonist | SENP8 inh | UBC13 inh | Gli-Sufu antag
Cc1cc(C)nc(NC(=O)CSc2ncccn2)n1 | 1 | nt | -10 | 2 | nt | -2 | 7 | nt
Cc1cc(C(=O)CSc2cccc[n+]2[O-])c(C)n1-c1ccccc1 | -152 | 3 | 5 | -81 | 4 | -10 | -8 | -80
O=C(O)CCSc1nnc(COc2cccc3cccnc23)n1-c1ccccc1 | 9 | 6 | 1 | -6 | 3 | 3 | 0 | -1
Cc1nc(SCN2C(=O)c3ccccc3C2=O)n[nH]1 | 12 | -16 | -4 | -6 | -3 | -4 | -1 | 6
O=C(COC(=O)C1CC1)Nc1ccccc1Sc1ccccc1 | -6 | 0 | 2 | -5 | 13 | -3 | 10 | 23
O=C(O)c1cccnc1SC1CC(=O)N(c2cccc3ccccc23)C1=O (stereo unspecified) | 0 | nt | -2 | 0 | nt | 1 | 12 | nt

Further structures follow.
SMILES | 697 NFkB inh | EBI2 block | Apaf-1 inh | Jurkat NFkB inh | CCR6 antagonist | SENP8 inh | UBC13 inh | Gli-Sufu antag
COc1ccc(CNC(=O)Cn2cc3c(n2)CCCCC3)cc1 | -5 | -6 | -2 | -12 | 1 | 2 | 7 | 3
CCCN1/C(=C(/C#N)C2=NS(=O)(=O)c3ccccc32)N(C)c2ccccc21 | 9 | -4 | -7 | -4 | 14 | 0 | 1 | 2
C[C@H]1CN([C@@H](C)CO)C(=O)Cc2cc(NC(=O)CCC(F)(F)F)ccc2O[C@H]1CN(C)Cc1ccc(C(F)(F)F)cc1 | 17 | -9 | 25 | 12 | 0 | -4 | 8 | 9
CCOC(=O)/C=C/C(=O)Nc1ccc(S(=O)(=O)N(C)c2ccccc2)cc1 | -8 | 33 | 23 | 11 | 5 | -2 | -24 | 0
CCN(CC)c1ccc(C(=O)N/N=C(\C)c2ccc(OC)c(OC)c2)cc1 | -11 | -9 | 11 | -16 | 2 | 1 | -16 | -13
COc1cc(C)c(CNc2cc(C)cc(C)c2)cc1C | 11 | 9 | -15 | 2 | 17 | -1 | -3 | 40
c1cc(-c2nnc3n2CCCCC3)ccn1 | -12 | -1 | -29 | -19 | 8 | -9 | 5 | 2
CSc1cccc(NC(=O)/C=C/c2ccco2)c1 | -6 | 2 | 12 | -16 | 17 | -6 | -17 | -4
CS(=O)(=O)N1N=C(c2ccco2)CC1c1ccco1 (stereo unspecified) | 4 | -7 | 0 | -3 | -10 | 8 | -11 | -4
O=C1N/C(=N/c2ccccn2)SC1Cc1ccccc1 (stereo unspecified) | 7 | 1 | -4 | -3 | 33 | 2 | 4 | 4
Cc1ccc(NS(=O)(=O)c2c(C)[nH]c(=O)[nH]c2=O)c(C)c1 | 6 | -2 | 9 | -3 | 3 | -8 | -1 | 3
CCOc1ccc(CCNC(=O)CN2C(=O)NC3(CCCc4ccccc43)C2=O)cc1OCC (stereo unspecified) | 7 | -3 | 5 | 13 | 12 | -1 | 2 | 8
COCCNC(=O)C(c1ccc(C)cc1)N(C(=O)CCC(=O)Nc1ccccn1)c1ccccc1C (stereo unspecified) | 4 | 2 | -2 | -16 | -3 | -12 | -9 | -7
COc1cc(NC(=O)CSc2nnc3ccccn23)cc(OC)c1 | 17 | -11 | -11 | 2 | 3 | 0 | 8 | -25
CCCC(NC(=O)C(C)NC(=O)CO/N=C1\C=C2CCC3C4CCC(C(C)=O)[C@@]4(C)CCC3[C@@]2(C)CC1)C(=O)O (stereo partly specified) | 19 | -7 | 16 | -4 | 0 | -4 | 0 | 9
O=C(NC(=S)Nc1nc(-c2cccc3ccccc23)cs1)c1cc2ccccc2o1 | -27 | 0 | -4 | -7 | 29 | -4 | 4 | 7
O=C(O)CCn1ncc2ccccc2c1=O | -24 | -1 | 2 | -29 | -11 | -7 | -3 | -2
O=C(CCNS(=O)(=O)c1ccccc1)NNC(=O)C1COc2ccccc2O1 (stereo unspecified) | -14 | -2 | -8 | -3 | 16 | -9 | -7 | -4
O=c1c(F)cn(C2CCCO2)c(=O)n1Cc1ccc(Cl)cc1 (stereo unspecified) | -2 | 7 | 11 | -5 | 13 | -12 | -14 | -3
O=C(c1cc2ccccn2n1)N1CCN(c2ccccn2)CC1 | 8 | 6 | -6 | 2 | 3 | 5 | 3 | -6
Cc1ccc(NC(=O)CN2CCN(C(=O)c3ccco3)CC2)cc1 | 5 | 3 | -3 | 11 | 10 | 2 | 0 | 35
Fc1cccc(CSc2ncnc3c2oc2ccccc23)c1 | 0 | 2 | 18 | -5 | 1 | 1 | -17 | 1
CC(C)(C)Nc1ncnc2sc(-c3ccccc3)cc12 | -19 | 73* | 21 | 3 | 2 | -8 | -6 | 25
CC(C)Cn1nc(NC(=O)c2ccco2)c2cc3ccccc3nc21 | -12 | -4 | -4 | -3 | 9 | -3 | 9 | 4
COCCCN1C(=O)C(=O)/C(=C(/O)c2ccc(S(=O)(=O)N3CCCCC3)cc2)C1c1ccc(OC)cc1 (stereo unspecified) | 7 | 6 | 3 | -11 | 15 | 6 | -20 | 19
CN(C)C(=O)CN(c1ccc2c(c1)OCO2)S(C)(=O)=O | 18 | 9 | -10 | -2 | 2 | -5 | 1 | 0
CN(C)CCOCCOc1ccc(Cl)c2ccccc12 | 6 | -12 | -7 | -16 | 6 | -2 | 3 | 10
CC(=O)c1cccc(NC(=O)C2C3C=CC(C4CC34)C2C(=O)O)c1 (stereo unspecified) | -8 | 0 | -4 | -9 | 4 | 5 | -6 | 0
COc1ccc(-c2csc3ncnc(N4CCN(c5ccccc5[N+](=O)[O-])CC4)c23)cc1 | -5 | 24 | 10 | 14 | 29 | -6 | -10 | 4
